Bioassay records (PubChem)
MEP2-GFP yeast: alters MEP2-GFP fluorescence in TOR pathway yeast screen; 330,000 tested, 0.51% active; AID 2016; S. cerevisiae MEP2-GFP strain, flow cytometry GFP, 3 h; 100% = DMSO control level; GFP response vs DMSO, % at 10 µM;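 active = GFP response versus DMSO above a set limit, roughly screen mean plus 3 SD, cut at about 180% in these data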;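 note: median GFP fluorescence of the barcode-gated MEP2-GFP cells per well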
AHR act: activates the human aryl hydrocarbon receptor. P35869. AHR-responsive luciferase reporter cells, luminescence. activation, % at 5 µM. 320,000 tested, 2.5% active. AID 2796; in the data active = activation above about 47%;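 note: 0% = vehicle wells and 100% = reference agonist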
Target sequence (P35869 whole entry, looked up): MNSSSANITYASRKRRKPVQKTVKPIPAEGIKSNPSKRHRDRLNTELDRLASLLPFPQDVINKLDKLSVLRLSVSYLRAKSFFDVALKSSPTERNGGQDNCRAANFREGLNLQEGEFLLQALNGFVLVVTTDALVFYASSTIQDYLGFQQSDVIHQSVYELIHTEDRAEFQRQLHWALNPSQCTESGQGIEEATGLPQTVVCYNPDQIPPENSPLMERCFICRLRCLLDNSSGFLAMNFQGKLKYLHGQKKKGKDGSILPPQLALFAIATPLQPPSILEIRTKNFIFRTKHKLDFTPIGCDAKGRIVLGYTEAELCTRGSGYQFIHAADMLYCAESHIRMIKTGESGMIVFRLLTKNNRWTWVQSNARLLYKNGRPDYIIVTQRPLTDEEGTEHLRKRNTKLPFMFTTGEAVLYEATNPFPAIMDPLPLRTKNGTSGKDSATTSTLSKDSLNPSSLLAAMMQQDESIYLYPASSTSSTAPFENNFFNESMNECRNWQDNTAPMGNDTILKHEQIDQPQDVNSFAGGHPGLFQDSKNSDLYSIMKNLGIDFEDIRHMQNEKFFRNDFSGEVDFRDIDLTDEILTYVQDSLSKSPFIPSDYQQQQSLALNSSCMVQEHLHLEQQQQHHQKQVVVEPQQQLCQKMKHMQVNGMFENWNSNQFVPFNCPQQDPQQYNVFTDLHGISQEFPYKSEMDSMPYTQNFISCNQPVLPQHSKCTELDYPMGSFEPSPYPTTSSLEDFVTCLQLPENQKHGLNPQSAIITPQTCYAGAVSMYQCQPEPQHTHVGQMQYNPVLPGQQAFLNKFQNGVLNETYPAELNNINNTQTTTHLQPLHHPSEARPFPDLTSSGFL
CIT2-GFP yeast: alters CIT2-GFP fluorescence in TOR pathway yeast screen; S. cerevisiae CIT2-GFP strain, flow cytometry, 3 h; 100 means same as DMSO wells; GFP response vs DMSO, % at 10 µM; 320,000 tested, 0.065% active; AID 2029;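 active = GFP response relative to DMSO above a set limit, near the screen mean plus 3 SD, cut at about 150% in these data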;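 note: ratio of well median GFP fluorescence to mean of DMSO wells on the plate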
proCasp3 act: activators of human procaspase-3; P42574; recombinant procaspase-3 D3A, Ac-DEVD-pNA absorbance 405 nm; activation, % at 8.5 µM; 330,000 tested, 0.11% active;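 active = activation above the mean of all tested compounds plus 3 SD, cut at about 21% in these data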;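 note: 0% = DMSO alone and 100% = DMSO wells spiked with extra 5 µM PC-3 D3A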
Target sequence (P42574 whole entry D9A/D28A/D175A): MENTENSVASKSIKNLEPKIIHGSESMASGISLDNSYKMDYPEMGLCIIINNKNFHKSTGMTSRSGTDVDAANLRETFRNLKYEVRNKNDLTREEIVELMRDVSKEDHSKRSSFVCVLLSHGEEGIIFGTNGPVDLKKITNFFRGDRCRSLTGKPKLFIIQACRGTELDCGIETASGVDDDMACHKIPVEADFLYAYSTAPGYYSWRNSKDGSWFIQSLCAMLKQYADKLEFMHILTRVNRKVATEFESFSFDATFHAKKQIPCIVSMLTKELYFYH
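Test system: Procaspase-3 D3A mutant, all three cleavage aspartates alanine | Dosing: Single dose, 8.5 µM nominal compound, 0.8% DMSO | Schedule: 1 h preincubation, 2 h reaction | Technique: 405 nm absorbance of p-nitroaniline, reads at 0 and 120 min | Repeats: One well per compound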
proCasp7 act: counter-screen: procaspase-7 (human) activation. activation, % at 8.5 µM. 330,000 tested, 0.093% active. recombinant procaspase-7, Ac-DEVD-pNA absorbance 405 nm; D23A/D198A/D206A triple mutant, cannot self-cleave; scale: DMSO 0, 5 µM enzyme 100. AID 463210. P55210;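 active = percent activation above the screen-wide mean plus 3 SD, cut at about 25% in these data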
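signal = Epi-absorbance of released pNA at 405 nm, two timepoints | assay system = Uncleavable procaspase-7 mutant enzyme | reagent = Ac-DEVD-pNA substrate, 400 µM as added | times = 1 h enzyme–compound preincubation and 2 h substrate reaction, both 25 °C | benchmarks = low DMSO alone, high DMSO plus 5 µM PC-7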
LAP4 TOR yeast: modulators of TOR pathway LAP4-GFP in S. cerevisiae. 320,000 tested, 0.34% active. S. cerevisiae LAP4-GFP multiplex, flow cytometry GFP, 3 h; median GFP as percent of DMSO wells. AID 2023. GFP response vs DMSO, % at 10 µM;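 active = GFP response vs DMSO above a set limit, about the screen mean plus 3 SD, cut at about 150% in these data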
RPL19A-GFP yeast: modulators of TOR pathway RPL19A-GFP in S. cerevisiae. S. cerevisiae RPL19A-GFP strain, flow cytometry, 3 h; hits give low values. percent response vs DMSO, % at 10 µM. 330,000 tested, 0.3% active;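 active = percent response vs DMSO below 50%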;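 note: median channel GFP fluorescence of the barcoded RPL19A-GFP strain; ratio of sample median GFP to plate DMSO average so 100% = DMSO; lower means less RPL19A-GFP as with rapamycin TOR inhibition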
AGP1 TOR yeast: modulators of TOR pathway AGP1-GFP in S. cerevisiae. S. cerevisiae AGP1-GFP multiplex flow cytometry, 3 h; GFP as percent of DMSO wells. GFP response vs DMSO, % at 10 µM. 320,000 tested, 0.02% active. AID 2066;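 active = GFP response relative to DMSO above a set limit, near screen average plus 3 SD, cut at about 150% in these data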;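 note: median GFP channel fluorescence of the gated AGP1 strain per well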
Numbers without * were called inactive. Rows were taken by chance; about 3.5% have a hit in one of these screens.

SMILES | MEP2-GFP yeast | AHR act | CIT2-GFP yeast | proCasp3 act | proCasp7 act | LAP4 TOR yeast | RPL19A-GFP yeast | AGP1 TOR yeast
Cc1nn(C)c(C)c1S(=O)(=O)N1CCCC(C(=O)NCC2COc3ccccc3O2)C1 (configuration not stated) | 105 | -1 | 106 | 2 | -10 | 107 | 102 | 108
O=C(O)CCC(=O)Nc1cccc2cccnc12 | 94 | 0 | 98 | 2 | 3 | 100 | 93 | 105
CCn1c(=O)c(C(=O)Nc2ncccc2C)c(O)c2ccccc21 | 102 | 111* | 97 | 2 | 3 | 91 | 96 | 97
Cc1ccc(CNC(=O)CCS(=O)(=O)c2ccc3c(c2)NC(=O)CO3)cc1 | 105 | 2 | 103 | 2 | 2 | 101 | 98 | 102
Cc1ccc(S(=O)(=O)C2(C(=O)N3CCN(C4CCCCC4)CC3)CC2)cc1 | 95 | 1 | 97 | 4 | 5 | 92 | 93 | 96
Cc1onc(-c2ccccc2)c1-c1ccc(S(N)(=O)=O)cc1 | 94 | -1 | 82 | 5 | -5 | 110 | 99 | 86
O=c1[nH]c(CSc2nnc(NCCCN3CCOCC3)s2)nc2cc(Cl)ccc12 | 106 | 0 | 108 | -2 | -11 | 108 | 105 | 105
O=C(Cc1c(F)cccc1Cl)NCC1CCCO1 (configuration not stated) | 107 | -3 | 100 | 0 | 5 | 103 | 102 | 107
COc1cccc(C2CC(C(F)(F)F)n3ncc(C(=O)NC(C)(C)C)c3N2)c1 (configuration not stated) | 101 | 2 | 100 | 5 | -8 | 101 | 95 | 94
O=C(Nc1cccc(C(F)(F)F)c1)N1CCC(c2nc(-c3ccc(F)cc3)no2)CC1 | 113 | 2 | 96 | 4 | -5 | 142 | 99 | 94
CCC(=O)NC(Nc1c(C)n(C)n(-c2ccccc2)c1=O)C(Cl)(Cl)Cl (configuration not stated) | 105 | -5 | 102 | -6 | 3 | 93 | 106 | 102
CCOC(=O)/C(C#N)=C/c1cn(CCOc2ccc(OC)cc2)c2ccccc12 | 106 | -1 | 102 | -8 | -11 | 97 | 104 | 100

Results in CIT2-GFP yeast and proCasp3 act, for 4 of the compounds above:
compound	CIT2-GFP yeast	proCasp3 act
O=C(Cc1c(F)cccc1Cl)NCC1CCCO1 (configuration not stated)	100	0
Cc1ccc(S(=O)(=O)C2(C(=O)N3CCN(C4CCCCC4)CC3)CC2)cc1	97	4
COc1cccc(C2CC(C(F)(F)F)n3ncc(C(=O)NC(C)(C)C)c3N2)c1 (configuration not stated)	100	5
Cc1onc(-c2ccccc2)c1-c1ccc(S(N)(=O)=O)cc1	82	5

Carrying on.
SMILES | MEP2-GFP yeast | AHR act | CIT2-GFP yeast | proCasp3 act | proCasp7 act | LAP4 TOR yeast | RPL19A-GFP yeast | AGP1 TOR yeast
COc1ccc(-c2c(-c3cc(OC)cc(OC)c3)n(C)c3ccc(-c4ccc5c(c4)OCCO5)cc23)cc1 | 90 | 1 | 71 | -1 | 9 | 83 | 100 | 86
CCN(CC)CCCn1c2c(c(SCC(=O)Nc3cccc4ccccc34)nc1=O)CCC2 | 91 | 3 | 95 | 2 | 6 | 101 | 95 | 100
Cn1cnnc1SC/C(O)=C(\C#N)c1nc2ccccc2[nH]1 | 108 | 16 | 110 | -1 | 0 | 99 | 112 | 109
O=C(c1cc2ccccc2o1)N1CCN(Cc2ccc3c(c2)OCO3)CC1 | 103 | -5 | 105 | 0 | 4 | 93 | 98 | 93
CN1CC(=O)N2[C@H]3c4ccccc4OC[C@@H]3[C@H](c3ccccc3)[C@]2(C)C1=O | 106 | 0 | 101 | 2 | -9 | 98 | 116 | 101
CCOc1cc2[nH]c(=S)n(CCN3CCCCC3C)c(=O)c2cc1OCC (configuration not stated) | 99 | 8 | 92 | 4 | 14 | 86 | 104 | 105
COc1cccc(CNc2ccc(S(=O)(=O)N3CCCC3)cn2)c1 | 101 | 3 | 101 | -4 | 1 | 117 | 100 | 103
CCOC(=O)C1CCN(S(=O)(=O)c2ccc3[nH]c(=O)oc3c2)CC1 | 96 | 1 | 98 | 3 | 6 | 94 | 105 | 103
O=C(CNC(=O)c1ccccc1F)N/N=C/c1cc(Br)ccc1OC(=O)/C=C/c1ccco1 | 95 | 2 | 95 | -7 | -12 | 106 | 102 | 96
O=C(Nc1cccc(-c2nc3ncccc3o2)c1)c1ccco1 | 106 | -10 | 92 | 7 | -1 | 102 | 105 | 97
O=C(COC(=O)/C=C/c1ccc(C(F)(F)F)cc1)NCc1ccco1 | 108 | 7 | 109 | -6 | -9 | 105 | 107 | 102
CCN(CC(=O)NCc1ccc(Cl)cc1)CC(=O)Nc1ccc(C(N)=O)cc1 | 96 | 0 | 104 | 5 | -4 | 99 | 106 | 106
Cc1nnc(SC2CC(=O)N(c3ccccc3)C2=O)s1 (configuration not stated) | 95 | 1 | 103 | -26 | -36 | 96 | 100 | 105
Cc1cccc(C(=O)N[C@H](C(=O)Nc2ccc3c(c2)OCO3)C(C)C)c1 | 114 | 11 | 122 | 3 | -9 | 94 | 104 | 106
COc1ccc(NC(=S)NC(=O)c2cncc(Br)c2)cc1 | 92 | 12 | 95 | -5 | -2 | 106 | 95 | 99
CCC(SC1=N/C(=C/c2ccccc2)C(=O)N1c1ccccc1)C(=O)Nc1cc(C)on1 (configuration not stated) | 103 | 0 | 101 | -9 | 5 | 90 | 98 | 102
CN(C)C(CNc1ncnc2ccccc12)c1c(F)cccc1Cl (configuration not stated) | 93 | 21 | 95 | 17 | 6 | 81 | 88 | 83
O=C(O)/C=C/c1ccc(OCc2cccc(F)c2)cc1 | 97 | -1 | 86 | 2 | 6 | 112 | 97 | 96
CC1CC(NC(=O)/C=C/C(=O)O)CC(C)(C)C1 (configuration not stated) | 96 | 0 | 93 | 3 | 6 | 109 | 95 | 106
O=C1ON=C(c2ccc(Cl)cc2)/C1=C/c1ccc(O)cc1 | 86 | 6 | 96 | 6 | -3 | 161* | 89 | 78
Cc1c(C(=O)OCC(=O)NC2CCCCC2)oc2ccccc12 | 97 | 0 | 89 | -4 | 4 | 104 | 98 | 96
C=CCn1c(=O)c2ccccc2n2nnc(C(=O)OCC)c12 | 102 | 14 | 88 | 2 | 1 | 111 | 95 | 92
Cc1nn(Cc2ccccc2)c(C)c1NC(=O)CSc1nc2c(c(C(F)(F)F)n1)CCc1ccccc1-2 | 108 | 0 | 105 | -1 | 6 | 96 | 104 | 102
CCCC[C@@H]1CNC(=O)C(=O)N1CC(C)(C)C | 97 | -4 | 129 | -5 | 16 | 138 | 103 | 96

Sorted by formula weight (descending): part of the list above.
SMILES | MEP2-GFP yeast | AHR act | CIT2-GFP yeast | proCasp3 act | proCasp7 act | LAP4 TOR yeast | RPL19A-GFP yeast | AGP1 TOR yeast
Cc1c(C(=O)OCC(=O)NC2CCCCC2)oc2ccccc12 | 97 | 0 | 89 | -4 | 4 | 104 | 98 | 96
Cc1nnc(SC2CC(=O)N(c3ccccc3)C2=O)s1 (configuration not stated) | 95 | 1 | 103 | -26 | -36 | 96 | 100 | 105
CCCC[C@@H]1CNC(=O)C(=O)N1CC(C)(C)C | 97 | -4 | 129 | -5 | 16 | 138 | 103 | 96

(continued)
SMILES | MEP2-GFP yeast | AHR act | CIT2-GFP yeast | proCasp3 act | proCasp7 act | LAP4 TOR yeast | RPL19A-GFP yeast | AGP1 TOR yeast
CCOc1cc(NC(=O)c2ccco2)c(OCC)cc1NC(=O)c1cc(OC)c(OC)c(OC)c1 | 102 | 27 | 103 | -4 | -8 | 98 | 99 | 104
COCCSc1nnc(NC(=O)c2cc(C(=O)OC)cc([N+](=O)[O-])c2)s1 | 93 | 2 | 96 | 6 | 5 | 110 | 99 | 94
CC(=O)Nc1sc(N/N=C/c2ccc(O)cc2)nc1-c1ccc(C)cc1 | 105 | 8 | 95 | 6 | -6 | 100 | 102 | 98
CCNc1nc(NC(C)C)nc(NS(=O)(=O)c2ccc(C)cc2)n1 | 98 | -1 | 98 | 3 | 1 | 85 | 101 | 99
Cc1cccc(C)c1NC(=O)CNC(=O)c1ccc2ccccc2n1 | 99 | 17 | 102 | -3 | 1 | 105 | 100 | 102
COCCC(=O)N1CCCC(C(=O)c2ccc(C(F)(F)F)cc2)C1 (configuration not stated) | 95 | -1 | 103 | 2 | -8 | 82 | 100 | 98
Cc1cccc(N=C2NC(=O)c3cc([N+](=O)[O-])ccc32)c1 | 112 | 7 | 97 | 11 | -2 | 96 | 100 | 88
Cc1ccc(OCCn2c(=O)cnc3ccccc32)cc1 | 108 | 21 | 102 | -2 | 8 | 112 | 100 | 101
COc1ccc(C2N(c3ccc(F)cc3)C(=O)C3CCCN32)cc1 (configuration not stated) | 105 | 0 | 101 | 7 | 8 | 107 | 100 | 106
c1ccc(CSc2nnc(-c3ccco3)n2Cc2ccccc2)cc1 | 101 | 11 | 100 | -6 | -2 | 106 | 109 | 112
COc1cc(OC)cc(-c2c(-c3cccs3)c3cc(-c4ccc(CN5CCOCC5)cc4)ccc3n2C)c1 | 107 | 9 | 97 | 2 | -3 | 130 | 85 | 97
Cc1cc(NC(=O)CCC(=O)N(CC(=O)NC2CCCC2)c2ccc3c(c2)OCCO3)no1 | 100 | 5 | 97 | 3 | 9 | 97 | 99 | 97

Full records as entered above.
Cc1cccc(N=C2NC(=O)c3cc([N+](=O)[O-])ccc32)c1 in the list: MEP2-GFP yeast = 112; AHR act = 7; CIT2-GFP yeast = 97; proCasp3 act = 11; proCasp7 act = -2; LAP4 TOR yeast = 96; RPL19A-GFP yeast = 100; AGP1 TOR yeast = 88
CCNc1nc(NC(C)C)nc(NS(=O)(=O)c2ccc(C)cc2)n1 in the list: MEP2-GFP yeast = 98; AHR act = -1; CIT2-GFP yeast = 98; proCasp3 act = 3; proCasp7 act = 1; LAP4 TOR yeast = 85; RPL19A-GFP yeast = 101; AGP1 TOR yeast = 99

(next part)
SMILES | MEP2-GFP yeast | AHR act | CIT2-GFP yeast | proCasp3 act | proCasp7 act | LAP4 TOR yeast | RPL19A-GFP yeast | AGP1 TOR yeast
COc1cc(CNCc2ccccc2)cc(Cl)c1OC | 104 | -1 | 110 | 13 | 4 | 117 | 107 | 115
CC1CCN(CC(=O)Nc2ccccc2Sc2ccccc2)CC1 | 101 | 5 | 102 | 4 | 2 | 90 | 106 | 98
Cc1ccc(S(=O)(=O)N2[C@@H](c3cccc(Cl)c3)C(C(=O)O)=CC[C@H]2c2cccc(C)c2)cc1 | 85 | 3 | 99 | 12 | 7 | 101 | 95 | 83
CCOc1cc(S(=O)(=O)NCc2ccccc2)ccc1F | 95 | 0 | 105 | -1 | 1 | 96 | 96 | 100

Structures shown so far with two or more sulfur atoms, in the order listed:
SMILES | MEP2-GFP yeast | AHR act | CIT2-GFP yeast | proCasp3 act | proCasp7 act | LAP4 TOR yeast | RPL19A-GFP yeast | AGP1 TOR yeast
O=c1[nH]c(CSc2nnc(NCCCN3CCOCC3)s2)nc2cc(Cl)ccc12 | 106 | 0 | 108 | -2 | -11 | 108 | 105 | 105
Cc1nnc(SC2CC(=O)N(c3ccccc3)C2=O)s1 (configuration not stated) | 95 | 1 | 103 | -26 | -36 | 96 | 100 | 105
COCCSc1nnc(NC(=O)c2cc(C(=O)OC)cc([N+](=O)[O-])c2)s1 | 93 | 2 | 96 | 6 | 5 | 110 | 99 | 94
